GPR151 ag: human GPR151 activation. Q8TDV0. PathHunter beta-arrestin GPR151 cells, luminescence. activation, % at 11.2 µM. hit rate 1% among 650,000. AID 1508602; in the data active = activation above about 4.9%;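 note: 0% = median of compound wells and 100% = cells with positive control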
Target sequence (Q8TDV0 whole entry, looked up): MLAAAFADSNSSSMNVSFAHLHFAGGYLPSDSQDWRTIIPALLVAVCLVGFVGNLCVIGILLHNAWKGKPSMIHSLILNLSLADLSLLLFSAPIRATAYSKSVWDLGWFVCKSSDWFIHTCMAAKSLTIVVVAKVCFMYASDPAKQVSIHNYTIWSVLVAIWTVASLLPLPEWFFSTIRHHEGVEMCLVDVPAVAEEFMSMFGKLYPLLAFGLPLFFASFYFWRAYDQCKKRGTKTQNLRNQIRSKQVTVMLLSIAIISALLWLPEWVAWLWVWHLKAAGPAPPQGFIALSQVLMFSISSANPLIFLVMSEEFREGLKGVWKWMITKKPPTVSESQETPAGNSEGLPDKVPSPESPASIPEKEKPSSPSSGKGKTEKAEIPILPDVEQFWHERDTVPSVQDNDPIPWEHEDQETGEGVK
FBW7 activator: activators of human E3 ligase FBW7; Q969H0; AlphaScreen FBW7–phospho-cyclin E peptide binding, activator screen; normalized activity (activation), % at 26.1 µM; hit rate 0.13% among 650,000; in the data active = normalized activity above about 1.9%;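 note: purified mutant Fbw7 with reduced substrate affinity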
Target sequence (Q969H0 whole entry, looked up): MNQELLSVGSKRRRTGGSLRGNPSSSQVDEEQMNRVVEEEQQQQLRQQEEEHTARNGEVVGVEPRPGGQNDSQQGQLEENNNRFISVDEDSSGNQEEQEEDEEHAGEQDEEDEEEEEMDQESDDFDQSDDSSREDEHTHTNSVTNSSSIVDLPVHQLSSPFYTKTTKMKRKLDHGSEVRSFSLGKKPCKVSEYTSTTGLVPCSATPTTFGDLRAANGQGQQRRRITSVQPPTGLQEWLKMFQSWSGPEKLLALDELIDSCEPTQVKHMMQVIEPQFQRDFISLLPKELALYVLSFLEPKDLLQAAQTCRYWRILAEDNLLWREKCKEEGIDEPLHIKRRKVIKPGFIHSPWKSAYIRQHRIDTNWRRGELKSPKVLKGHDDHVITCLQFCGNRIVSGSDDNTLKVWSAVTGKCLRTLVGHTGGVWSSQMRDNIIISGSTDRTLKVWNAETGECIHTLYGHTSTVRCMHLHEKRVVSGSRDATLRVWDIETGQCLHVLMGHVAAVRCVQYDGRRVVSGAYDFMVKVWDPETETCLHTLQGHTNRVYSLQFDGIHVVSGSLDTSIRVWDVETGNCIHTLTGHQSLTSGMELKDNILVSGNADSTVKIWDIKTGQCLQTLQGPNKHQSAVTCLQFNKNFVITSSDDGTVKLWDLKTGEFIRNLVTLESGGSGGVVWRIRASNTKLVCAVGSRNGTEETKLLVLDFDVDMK
MITF primary: blocks human microphthalmia-associated transcription factor; inhibition, % at 2.6 µM; O75030; AID 1259374; AlphaScreen MITF homodimerization, bead proximity signal; hit rate 0.91% among 650,000; in the data active = inhibition above about 50%;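 note: 0% = vehicle wells with protein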
TEAD-YAP inh: TEAD-YAP interaction inhibition; HEK-TIYL cells, TEAD-Gal4/YAP UAS-luciferase luminescence; inhibition, % at 9.12 µM; hit rate 1.4% among 640,000; AID 1259422; in the data active = inhibition above about 32%;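 note: 0% = median of test compound wells and 100% = reference inhibitor wells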
The depositor's hits bear a star; . = no result given. Compounds as they come; about 3.5% have a hit in one of these screens.

Structure | GPR151 ag | FBW7 activator | MITF primary | TEAD-YAP inh
CCOC(=O)C1=C(C)NC(=S)NC1c1cccc2ccccc12 (configuration not stated) | 0.3 | 0.0 | 16 | 8
O=[N+]([O-])c1ccc(C2NCCCN2Cc2ccccc2)cc1 (configuration not stated) | 1.1 | 0.0 | 3 | 4
O=C1C2C3C=CC(C3)C2C(=O)N1c1ccccc1Cl (configuration not stated) | 0.7 | 0.0 | 7 | -6
Cc1ccc(C(=O)Nc2ccc(-c3nc4ccccc4o3)cc2)cc1 | 2.1 | 0.0 | -5 | -16
CCCN(CC(=O)Nc1ccc(F)c(F)c1F)C(=O)c1ccc(C#N)cc1 | 1.5 | -0.1 | 5 | -10
COc1cc2c(cc1OC)-c1nncn1C(C)(C)C2 | -2.2 | 0.1 | 18 | 0
Cc1cc(N2C(=O)NC(=O)/C(=C\c3ccco3)C2=O)ccc1Br | 0.1 | 0.1 | 21 | 3
Cc1cc(NCCCN2CCOCC2)nc(-c2ccccc2)n1 | -1.6 | 0.0 | 9 | -8
O=C1OC(/C=C/c2ccc(Cl)cc2Cl)=NC/1=C\c1ccc(Cl)cc1Cl | 1.1 | 0.8 | 4 | 0
O=C(Cc1ccccc1)Nc1cc([N+](=O)[O-])ccc1F | 2.2 | -0.1 | -4 | 9
COc1ccc2c(c1)c(CC(=O)NC1CCCCCCC1)c(C)n2C(=O)c1ccc(Cl)cc1 | 0.0 | 0.1 | 0 | 2
COc1ccccc1NC(=O)/C(C)=C/c1ccccc1 | -0.1 | 0.1 | 10 | -23
COc1ccccc1N1CCN(C(=O)/C=C/c2ccco2)CC1 | -1.3 | 0.1 | 7 | -28
CC12CN(NC(=O)c3ccc(Cl)cc3)C3(C#N)CC1CCC23C (configuration not stated) | 3.6 | -0.3 | -3 | -2
Cc1cccc(NC(=O)C2C3CC/C=C\CCC32)c1 (configuration not stated) | -1.6 | 0.0 | -9 | -33
Cc1ccccc1NC(=O)C(=O)NNC(=O)c1ccc(-c2ccccc2)cc1 | -4.8 | 0.4 | 19 | -25
CCC(=O)Oc1ccc(C(=O)Nc2ccc(N(C)C)cc2)cc1 | -1.2 | -0.2 | -9 | 38*
CCOC(=O)c1c(/N=C/C2C(=O)c3ccccc3C2=O)sc2c1CCC2 | 3.5 | -0.1 | 3 | -6
O=C1NN(c2ccccc2)C(=O)/C1=C\c1ccc(-c2ccc([N+](=O)[O-])cc2)o1 | -1.0 | -0.1 | 5 | -10
CCOc1cc(C(=O)Nc2cccc(C)n2)cc(OCC)c1OCC | -0.6 | -0.2 | 2 | 23
CCOC(=O)c1c(NC(=O)CSc2nnc(CNC(=O)Cc3ccc(OC)cc3)n2C)sc2c1CCC2 | -2.0 | 0.0 | 7 | -5
CCNC(=O)COc1ccc(S(=O)(=O)NCCc2ccccc2)cc1 | 0.2 | 0.0 | 0 | 0
O=C(c1scc2c1CCCC2)N1CCN(c2ccc(O)cc2)CC1 | -0.5 | 0.1 | -12 | -14
CCCCOc1ccc(C(=O)N/C(=C\c2ccc(Br)cc2)C(=O)Nc2ccc([N+](=O)[O-])cc2OC)cc1 | -1.7 | 0.4 | 4 | 1
O=C(CSc1ncccc1C(=O)N1CCN(c2ccccn2)CC1)Nc1ccc(Br)cc1 | 0.4 | 0.2 | 6 | -50
CCOC(=O)c1c(NC(=O)c2ccc(C)cc2)sc(C(=O)N2CCOCC2)c1C | 0.9 | 1.1 | 21 | 9
CCS(=O)(=O)n1nc(-c2ccc(OC)cc2)nc1SCc1ccccc1 | 0.2 | 0.5 | 16 | -27
COc1ccccc1C(=O)Oc1ccc(C(c2c(C)[nH][nH]c2=O)c2c(C)[nH][nH]c2=O)cc1 | 2.0 | 0.1 | 9 | -5
Cn1c(=O)n(C)c2cc(C(=O)N3CCC4(CC3)NC(=O)c3ccccc3O4)ccc21 | 0.7 | -0.1 | 3 | -5
CN1CCN(C(=O)c2ccc(-n3c(=S)[nH]c4ccccc4c3=O)cc2)CC1 | -1.0 | 0.0 | 5 | -8
COc1cc(/C=C2/C(=O)N(c3ccc(C)c(C)c3)N=C2C)c([N+](=O)[O-])cc1OC | -1.0 | 0.4 | 16 | 10
C=CCOC(=O)C1=C(C)NC(SCC(=O)Nc2cccc(Cl)c2)=C(C#N)C1c1cccs1 (configuration not stated) | -0.4 | 0.1 | -9 | 3
Cc1ccc(C)c(S(=O)(=O)N2CCN3C(=O)[C@@H](C(C)C)NC(=O)[C@H]3C2)c1 | -0.6 | 0.9 | 19 | -3
CN1C(=O)CC(CC(=O)N2CCCC(c3nc4ccccc4o3)C2)(c2cccc(F)c2)C1=O (configuration not stated) | 0.6 | 0.0 | 0 | 4
Cc1cc(C)n2c(SCC(=O)NC3CC3)nnc2n1 | -1.0 | 0.0 | 8 | -2
COC(=O)c1cc(NC(=S)N2CCN(C(=O)C3CCCO3)CC2)cc(C(=O)OC)c1 (configuration not stated) | -0.2 | 0.0 | -7 | 4
Cc1cc(NC(=O)c2cn(-c3ccc(F)cc3F)c(=O)c3ccccc23)no1 | 0.8 | -0.1 | -12 | -6
CCOc1ccc(C2NC(=O)C(O)=C2C(=O)c2cccs2)cc1 (configuration not stated) | -0.2 | -0.2 | -1 | -2
O=C(Nc1ccccc1)c1ccc(-c2csc3ccccc23)s1 | -0.9 | 0.3 | 5 | -29
CCCS(=O)(=O)NCC(c1ccc(N(C)C)cc1)c1c[nH]c2ccccc12 (configuration not stated) | -0.4 | -0.3 | 7 | -2

Single entries from the list:
TEAD-YAP inh result of O=C(Nc1ccccc1)c1ccc(-c2csc3ccccc23)s1 → -29
MITF primary result of Cc1cc(C)n2c(SCC(=O)NC3CC3)nnc2n1 → 8
GPR151 ag result of C=CCOC(=O)C1=C(C)NC(SCC(=O)Nc2cccc(Cl)c2)=C(C#N)C1c1cccs1 (configuration not stated) → -0.4
MITF primary result of CCNC(=O)COc1ccc(S(=O)(=O)NCCc2ccccc2)cc1 → 0

An excerpt from above in order of SMILES length, low to high:
Structure | GPR151 ag | FBW7 activator | MITF primary | TEAD-YAP inh
Cc1ccc(C(=O)Nc2ccc(-c3nc4ccccc4o3)cc2)cc1 | 2.1 | 0.0 | -5 | -16
O=C1NN(c2ccccc2)C(=O)/C1=C\c1ccc(-c2ccc([N+](=O)[O-])cc2)o1 | -1.0 | -0.1 | 5 | -10
CCCCOc1ccc(C(=O)N/C(=C\c2ccc(Br)cc2)C(=O)Nc2ccc([N+](=O)[O-])cc2OC)cc1 | -1.7 | 0.4 | 4 | 1

Additional records
Structure | GPR151 ag | FBW7 activator | MITF primary | TEAD-YAP inh
O=C(Nc1nccs1)c1ccc2c(c1)C(=O)N(Cc1cccnc1)C2=O | 0.2 | 0.0 | 11 | -7
CCOC(=O)c1sc2c(c1C)c(=O)nc1n2Cc2ccccc2-1 | 0.3 | 0.0 | -7 | -4
COC(=O)c1sc(N2C(=O)C(O)=C(C(=O)c3cccs3)C2c2cccc(Br)c2)nc1C (configuration not stated) | 0.3 | 0.0 | 1 | -6
O=C(N[C@H]1C[C@H]2C(=O)N[C@H](Cc3ccccc3)C(=O)N2C1)c1sccc1Cl | 1.7 | -0.1 | 7 | 14
COc1ccc(OC)c(NC(=O)C2=C(C)NC(=O)NC2c2ccccc2Cl)c1 (configuration not stated) | 0.2 | 0.0 | -8 | 0
Cc1nn(S(=O)(=O)c2ccc(Br)cc2)c(C)c1S(=O)(=O)N1CCCCCC1 | 2.2 | -0.1 | -4 | -4
CCC[C@@H]1NC(=O)[C@@H]2C[C@H](NCc3ccccc3C)CN2C1=O | 1.0 | 0.0 | 5 | 7
CC1(C)CC(=O)C=C(Nc2ccc([N+](=O)[O-])cc2)C1 | 0.6 | 0.3 | -19 | 4
NC1=NC(=Nc2cccc(Cl)c2)c2ccccc21 | -0.9 | 0.1 | 9 | 3
CC(=O)c1ccc(O[C@@H]2[C@H](O)CO[C@H]2/C=C/c2ccc(Cl)cc2)cc1 | -0.3 | 0.0 | 14 | .
Cc1ccc(CNc2ccc3c(c2)OCO3)cc1 | 1.5 | 0.0 | 13 | -5
CCN1CCN(C(=O)CN(C)S(=O)(=O)c2ccc(Cl)cc2)CC1 | 20* | -0.1 | 8 | -1
Cc1cc(C(C)(C)C)ccc1OCc1cscn1 | 1.7 | -0.1 | 1 | -53
Cc1cccc(N2CN=c3s/c(=C4\C(=O)Nc5ccc(C)cc54)c(=O)n3C2)c1 | -0.2 | -0.1 | -1 | 2
O=C1c2ccccc2NC(c2ccccc2)N1c1ccc(Br)cc1 (configuration not stated) | -0.2 | 0.0 | 3 | -76
Cc1ccc2nc(/C(C#N)=C/c3cc(C)c(C)cc3C)[nH]c2c1 | 0.4 | 0.4 | 1 | -27
COc1cc(OC)c(C=C2C(=O)OC3(CCCC3)OC2=O)cc1Br | 1.3 | -0.1 | -1 | -4
CC(C)CC1=NN2C(=N)/C(=C/c3ccccc3)C(=O)N=C2S1 | -0.9 | -0.2 | -3 | 7
NC(=O)c1c(NC(=O)c2c(F)cccc2F)sc2c1CCN(Cc1ccccc1)C2 | 0.1 | 0.6 | 11 | 1
O=C(Cc1cccc2ccccc12)Nc1ccc2c(c1)OCO2 | 0.1 | -0.1 | -24 | -10

Profiles from above:
CCN1CCN(C(=O)CN(C)S(=O)(=O)c2ccc(Cl)cc2)CC1 across the screens: GPR151 ag = 20*; FBW7 activator = -0.1; MITF primary = 8; TEAD-YAP inh = -1
COc1ccc(OC)c(NC(=O)C2=C(C)NC(=O)NC2c2ccccc2Cl)c1 (configuration not stated) across the screens: GPR151 ag = 0.2; FBW7 activator = 0.0; MITF primary = -8; TEAD-YAP inh = 0

Next part:
Structure | GPR151 ag | FBW7 activator | MITF primary | TEAD-YAP inh
Cc1cccc(NC(=O)CCS(=O)(=O)c2cc3c(cc2Cl)NC(=O)CO3)c1C | -0.5 | 0.0 | 1 | -3
CCOC(=O)c1cnn(-c2ccc(F)cc2)c1CNCCc1ccc(S(N)(=O)=O)cc1 | -0.4 | 0.0 | -11 | -2
COc1ccc(Br)cc1C(=O)Nc1ccc(CC(=O)O)cc1 | 0.7 | 0.0 | 11 | -8
CC(=O)Nc1cc(NC(C)=O)cc(C(=O)NC(C)(C)C)c1 | -0.7 | 0.5 | 14 | -8
COc1ccccc1CN1C[C@@H]2C[C@@H](c3cccc(O)c3)N3CCC[C@@]23C1=O | -0.5 | 0.0 | 11 | -5
CC(=O)Nc1ccc(OCC(=O)Nc2ccc(Oc3ccccc3)cc2)cc1 | -0.2 | 0.4 | 18 | 16
COc1cccc(-c2noc(Cc3ccccc3OC)n2)c1 | -0.2 | 0.1 | 7 | -34
CCCCC(=O)Nc1cccc(NC(=O)COc2ccc(Br)cc2)c1 | -1.2 | -0.4 | 12 | -8
COc1cccc(Nc2cc(N3CC(C)CC(C)C3)c3noc4c3c2C(=O)c2ccccc2-4)c1 (configuration not stated) | -0.6 | -0.3 | 14 | 6
COc1ccc(NC(=O)CSc2ncn[nH]2)c([N+](=O)[O-])c1 | -0.7 | 0.1 | 12 | 12
CCCN1C(=O)CCc2cc(NC(=O)C3CC3)ccc21 | 0.2 | 0.0 | 5 | 6
O=C(Nc1cc([N+](=O)[O-])ccc1F)c1oc(=O)c2ccccc2c1-c1ccccc1 | -0.3 | 0.3 | 14 | -10
COc1ccc(S(=O)(=O)NCCc2cn3ccccc3n2)cc1 | 0.6 | 0.0 | 12 | 3
O=C(Cc1ccccc1)Nc1ccc2cnn(-c3cccc(C(=O)NCCN4CCOCC4)c3)c2c1 | 0.3 | -0.5 | 4 | 2
COc1cc(S(=O)(=O)Nc2cc3c(cc2C(C)=O)OCO3)ccc1-n1cnnn1 | -0.4 | -0.1 | -5 | 5
CCOC(=O)c1[nH]c2ccc([N+](=O)[O-])cc2c1CCN1C(=O)c2ccccc2C1=O | 0.4 | 0.1 | -1 | 2
COCCNC(=O)COc1ccc(Cl)cc1 | -0.9 | 0.0 | -8 | 2
Cc1nn(-c2ccccc2)c(C)c1/C=N/NC(=O)C1=NNC(=O)C1CCO (configuration not stated) | 0.2 | 0.1 | 13 | -8
Cc1nonc1C1CCCN1C(=O)c1cc(COc2cccc(C(F)(F)F)c2)on1 (configuration not stated) | 0.9 | 0.2 | -3 | -15
O=C(CCS(=O)(=O)c1cccc2nsnc12)NCCC1=CCCCC1 | -0.7 | 0.0 | -2 | -10
N#CCCn1c(=S)[nH]c2c(=O)[nH]cnc21 | 4.2 | 0.0 | 4 | 4
COC(=O)C1=C(C)N(C)C(=O)NC1c1c(Cl)nc2ccccn2c1=O (configuration not stated) | -2.0 | 0.1 | 18 | -7
COc1ccc2oc(C(F)(F)F)cc(=O)c2c1 | -0.4 | -0.1 | -4 | -3
O=S(=O)(c1ccc(N/N=C/c2ccccc2)nc1)N1CCCCC1 | -1.9 | -0.1 | 19 | 1
CCc1ccc(NC(=O)N2CCCN(Cc3ccc(F)cc3)C2)cc1 | 0.3 | 0.1 | 2 | 1
O=C1CCC/C(=N/Nc2ccc(Cl)cc2)C1 | -0.9 | -0.1 | 1 | -3
COC(=O)c1cc(=O)[nH]c(SCc2cccc(C)c2)n1 | -0.6 | 0.8 | -6 | 2
CC(NS(=O)(=O)c1ccc(F)cc1)C(=O)Nc1cccc([N+](=O)[O-])c1 (configuration not stated) | 0.6 | 0.1 | -5 | 3
COc1ccc(Cc2nnc(SCC(=O)Nc3ccccc3OC)n2-n2cccc2)cc1 | 11* | -0.1 | 3 | 17
COc1ccccc1Cn1c(=S)[nH]c2ccc(I)cc2c1=O | 0.5 | 0.3 | 25 | 9
O=C(O)c1ccccc1Sc1ncnc2sccc12 | -0.9 | -0.3 | 10 | -5
Cc1cc(C)n2nc(C(=O)Nc3cc(C(F)(F)F)cc(C(F)(F)F)c3)nc2n1 | -0.3 | 0.1 | 7 | 11
COc1ccc(N(C(C)=O)S(=O)(=O)c2ccc(F)cc2)cc1 | -0.2 | 0.2 | 0 | 10
COc1cc(Cl)c(C)cc1NC(=O)CCCNC(=O)Cn1cnc2sc3c(c2c1=O)CCCC3 | 1.9 | 0.2 | -6 | 14
